# tim23-1 inh: tim23-1 yeast growth inhibition; S. cerevisiae tim23-1 growth, BacTiter-Glo luminescence, 24 h; inhibition, % at 20 µM; actives 1.3% (n = 330,000);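 active = growth inhibition of the mutant yeast at or above 50%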;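 also: temperature-sensitive mutant grown at 25 °C; plate controls were DMSO-treated mutant yeast for no effect and medium wells lacking yeast for full effect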
# TIM10 inh: growth inhibitors of TIM10 yeast strain; S. cerevisiae TIM10 strain growth, BacTiter-Glo luminescence, 24 h; inhibition, % at 10 µM; actives 1.4% (n = 330,000); AID 463195;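 active = inhibition of 40% or more at the single tested concentration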;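 also: wild-type TIM10 isogenic control strain grown at permissive 25 °C; 0% = DMSO yeast wells and 100% = minimal medium wells without yeast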
# Jurkat NFkB inh: lowers PMA/ionomycin-induced NF-kB signal in Jurkat cells; AID 435003; PMA/ionomycin-induced NF-kB luciferase reporter, luminescence; inhibition, % at 4 µM; actives 0.53% (n = 330,000); in the data active = inhibition above about 50%
# 697 NFkB inh: lowers PMA/ionomycin-induced NF-kB signal in 697 B cells. 697 B-cell NF-kB luciferase reporter, 16 h. inhibition, % at 4 µM. actives 0.33% (n = 330,000); in the data active = inhibition above about 35%
# UPR XBP1 act: activators of adaptive arm of unfolded protein response (XBP1). CHO-XBP1 luciferase reporter, IRE1-XBP1 UPR activation, luminescence; percent of tunicamycin response, DMSO as zero. activation, % at 20 µM. actives 0.33% (n = 330,000);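 active = versus positive control, 20 µM dose yields 30% or more activation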;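 also: 100% = tunicamycin at 10 µg/mL and 0% = DMSO only wells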
#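 Test system: CHO-XBP1 luciferase reporter cells | Buffer or medium: Serum-containing F12 medium, 10% FBS | Schedule: 6 h compound exposure at 37 °C, 5% CO2 | Detection: Steady-Glo luciferase glow luminescence, 10 min after reagent addition | Read-out basis: Activation, % of tunicamycin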
# tim10-1 inh: inhibits growth of tim10-1 mutant yeast; actives 2.2% (n = 330,000); inhibition, % at 20 µM; S. cerevisiae tim10-1 ts strain growth, BacTiter-Glo, 24 h; AID 463190;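 active = inhibition of at least 40%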;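 also: mutant grown at 25 °C; 0% = DMSO wells with yeast and 100% = wells holding no yeast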
# Mdm2-MdmX inh: inhibitors of human Mdm2/MdmX interaction; O15151+Q00987; SaOS-2 split-luciferase Mdm2/MdmX complementation, luminescence; inhibition, % at 8 µM; actives 3% (n = 330,000); AID 485346;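 active = inhibition of at least 50% at 8 µM in the primary screen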
# Target sequence (O15151 whole entry, looked up): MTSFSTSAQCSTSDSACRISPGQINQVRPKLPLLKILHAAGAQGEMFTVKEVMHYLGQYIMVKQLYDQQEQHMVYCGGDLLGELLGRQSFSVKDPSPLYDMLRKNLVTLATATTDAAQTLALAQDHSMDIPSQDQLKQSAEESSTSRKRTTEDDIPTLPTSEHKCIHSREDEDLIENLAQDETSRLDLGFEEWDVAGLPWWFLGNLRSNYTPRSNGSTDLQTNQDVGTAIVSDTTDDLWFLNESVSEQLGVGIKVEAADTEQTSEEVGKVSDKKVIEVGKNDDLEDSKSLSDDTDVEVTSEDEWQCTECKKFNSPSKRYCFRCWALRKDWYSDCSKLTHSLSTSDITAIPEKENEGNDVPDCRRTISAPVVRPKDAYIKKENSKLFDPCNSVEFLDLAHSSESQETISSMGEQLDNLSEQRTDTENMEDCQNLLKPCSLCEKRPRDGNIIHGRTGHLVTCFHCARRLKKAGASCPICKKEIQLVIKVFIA
# Target sequence (Q00987 whole entry, looked up): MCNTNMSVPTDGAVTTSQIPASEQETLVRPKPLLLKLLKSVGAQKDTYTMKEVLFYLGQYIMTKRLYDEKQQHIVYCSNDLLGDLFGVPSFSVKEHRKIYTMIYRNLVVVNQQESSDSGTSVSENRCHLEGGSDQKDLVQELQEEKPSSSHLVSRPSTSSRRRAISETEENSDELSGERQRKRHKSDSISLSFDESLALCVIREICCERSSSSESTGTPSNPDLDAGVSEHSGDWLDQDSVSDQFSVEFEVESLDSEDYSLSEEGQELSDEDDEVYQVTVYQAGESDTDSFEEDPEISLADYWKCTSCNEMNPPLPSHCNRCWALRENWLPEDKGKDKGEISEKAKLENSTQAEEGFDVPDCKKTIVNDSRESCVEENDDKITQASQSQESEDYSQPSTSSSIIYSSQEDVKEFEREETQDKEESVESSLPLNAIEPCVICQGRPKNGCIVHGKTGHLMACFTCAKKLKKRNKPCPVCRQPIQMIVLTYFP
# CHOP UPR activ: apoptotic UPR (CHOP) activation | AID 449763 | actives 0.34% (n = 330,000) | CHO-CHOP luciferase reporter, luminescence; percent of tunicamycin response over DMSO baseline | activation, % at 10 µM;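 active = at 10 µM dose, activation of 40% or more, normalized to positive control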;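 also: 100% = tunicamycin at 10 µg/mL and 0% = DMSO alone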
#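 Assay system: CHO cells with stable CHOP pathway luciferase reporter; Buffer or medium: F12 plus 10% serum; Times: 16-18 h cell attachment, then 6 h compound exposure, 37 °C; Signal: luciferase luminescence; Read-out basis: percent activation relative to tunicamycin control; Control set: tunicamycin high control, DMSO low control.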
# Numbers without * were called inactive.
# The line under a structure holds: tim23-1 inh, TIM10 inh, Jurkat NFkB inh, 697 NFkB inh, UPR XBP1 act, tim10-1 inh, Mdm2-MdmX inh, CHOP UPR activ
> CC(C)(C)c1cc(/C=C2\NC(=O)NC2=O)cc(C(C)(C)C)c1O
→ 29, 19, -4, 1, -8, 33, 23, 4.2
> Cc1ccsc1CN(C)Cc1nc(C2CC2)no1
→ 7, -15, -15, -4, 0, 2, 0, -1.9
> Cc1ccc(-c2nc(-c3ccncc3)no2)c(Cl)c1
→ 2, -89, -129, -183, -5, -13, -68, 0.2
> O=C(NC1CCCCC1)C(c1ccc(O)c(O)c1)N(C(=O)Cn1nnc2ccccc21)c1cccc(O)c1 (stereo unspecified)
→ -10, 13, 7, 5, 0, 9, -23, 0.1
> Cc1ccc(NC(=O)CCc2ccc(S(=O)(=O)NC3CCCCC3)cc2)cc1
→ -2, -12, -14, -8, -5, 0, -15, 1.2
> Cc1cc(S(=O)(=O)NCC(c2ccc(F)cc2)N2CCN(C)CC2)ccc1F (stereo unspecified)
→ -11, 4, 15, 15, -4, 2, -7, 2.4
> CCOC(=O)C1=NOC(CNC(=O)C2=NOC(CNC(=O)c3c(-c4ccccc4Cl)noc3C)C2)C1 (stereo unspecified)
→ 0, -2, 5, 17, -2, -15, 13, -2.3
> Cc1ccc(C(=O)NCCNC(=O)CN2CCOCC2)cc1
→ 16, 1, -5, 11, -4, 1, 11, -4.7
> O=C(N/N=C/c1ccccc1O)NC12CC3CC(CC(C3)C1)C2
→ 71*, 29, -51, -83, 8, 44*, -19, 3.5
> CC(=O)Nc1ccc(SCC(=O)c2cc(C)ccc2C)cc1
→ 32, 0, -9, 5, -2, 20, -3, -1.2
> Cc1c(C(=O)N(CCc2ccccc2)Cc2ccccc2)cccc1[N+](=O)[O-]
→ 7, 1, -6, 6, -4, 6, 6, 2.2
> Cc1cc(OCC(=O)NC2CCN(Cc3ccccc3)CC2)c2c(C)c(C)c(=O)oc2c1
→ -7, -1, -6, -5, -4, -6, 29, 1.7
> COc1cc(C(=O)Nc2cccc(NC(=O)c3ccccc3)c2)cc(OC)c1OC
→ -5, -1, 1, 4, -6, -1, 29, -1.0
> COc1ccc(NC(=O)Nc2ncccc2C)cc1
→ -46, -18, -28, -34, 2, -6, -35, 3.4
> COc1ccccc1NC(=O)Nc1ccnn1C1CCN(C(=O)c2cccnc2)CC1
→ 8, 10, -3, -2, -3, -3, 0, -0.4
> Cc1cc(Nc2ccccc2C(=O)O)nc2nc3ccccc3c(=O)n12
→ 3, 7, -7, 0, 2, -3, -1, -1.6
> CCOC(=O)N/N=C(/C)c1ccc(N2C(=O)C3CCCCC3C2=O)cc1 (stereo unspecified)
→ 8, -17, -2, -15, 4, 4, 2, 1.6
> CCOC(=O)Nc1ccc2c(CN3CCN(S(=O)(=O)c4ccccc4)CC3)cc(=O)oc2c1
→ 33, 23, 3, 11, 2, 34, 31, 0.0
> Cc1ccc(C)c(CN2CCNC2=O)c1
→ 15, 0, -4, 7, -2, 2, 14, -1.2
> CC(Sc1ccsc1[N+](=O)[O-])C(=O)N1CCN(c2ccccn2)CC1 (stereo unspecified)
→ 14, 10, 1, 15, 1, 32, 17, -0.6
> O=C1CN(C(=O)COC(=O)c2cc(S(=O)(=O)N3CCOCC3)ccc2Cl)c2ccccc2N1
→ 9, 5, 8, 14, -2, 7, 7, 1.8
> COc1cccc(CN(C)CC(=O)Nc2sc3c(c2C#N)CCC3)c1
→ 8, 4, 3, 3, 0, 19, -18, 1.0
> Cc1nc(/C=[N+](\[O-])C(C)(C)/C=N/O)n(O)c1C
→ 11, -1, 5, 8, 1, 9, -4, 1.9
> Cn1c(CN(O)S(=O)(=O)c2ccc(Cl)cc2)nnc1C(F)(F)F
→ -5, 8, -3, 13, -2, -5, 0, 0.1
> O=S(=O)(NCCc1ccccc1)c1ccc(F)cc1
→ 20, -4, 4, -1, -1, 7, 11, 0.2
> COCCn1cnnc1SCC(=O)Nc1sccc1C(N)=O
→ 1, -20, 2, 9, 1, 8, -9, -0.2
> CC[C@H](C)[C@@H](C(=O)NCCCCCCCCCCC(=O)N1CCN(C(=O)OC(C)(C)C)CC1)n1cc(CCCCCNC(=O)OC(C)(C)C)nn1
→ 9, 6, 43, -55, -4, 6, 17, -1.6
> Cc1cc(C(=O)Nc2ccc3c(c2)OCCO3)c(C)o1
→ 6, -4, -108, -113, 1, 11, -124, 2.6
> COc1ccc(C(=O)Nc2ccc(NC(=O)c3cccs3)cc2)cc1[N+](=O)[O-]
→ -13, -11, -10, -2, -1, -9, 18, -0.6
> CCN(CC)S(=O)(=O)c1ccc2[nH]c(=O)cc(C(=O)NCc3ccccc3)c2c1
→ -7, 12, 22, 5, -6, 8, 17, 1.4
> COc1ccc(CCCc2nnc(SCC(=O)Nc3ccccc3F)o2)cc1
→ 14, -8, 6, 18, 1, 12, 0, -1.1
> Cc1c(C(=O)Nc2cc(S(=O)(=O)N3CCOCC3)ccc2N2CCN(C)CC2)oc2ccccc12
→ 30, 20, 6, 5, 4, 8, 56*, -0.9
> COc1ccc(/C=N\NC(=O)c2ccc(F)cc2)cc1COc1cc(F)ccc1[N+](=O)[O-]
→ 24, 23, 18, 0, -2, 33, 22, -1.4
> O=C(COc1ccc(Br)cc1)NCc1cn2ccccc2n1
→ 3, -11, -18, -24, -2, 18, 25, 0.2
> c1ccc(COc2cccc(CN3CCN(c4ccccn4)CC3)c2)cc1
→ 10, 3, 8, 6, 0, 21, 12, -0.3
> Cc1ccc(S(=O)(=O)N2CCC(CN3C(=O)c4cccc5cccc(c45)C3=O)CC2)cc1
→ 6, 11, 19, 1, 3, 9, 0, 0.8
> O=C(CNC(=O)c1ccc2c(c1)OCO2)Nc1ncccc1O
→ 1, -5, -6, -17, -2, -8, -5, 3.3
> C/C(CC(=O)NC(C)C)=N\NC(=O)C(c1ccccc1)c1ccccc1
→ 14, 12, -11, 10, -1, 24, -1, -1.7
> Cc1cccc(-c2ncc(CN3CCN(C4CCCC4)C(CCO)C3)cn2)c1 (stereo unspecified)
→ 16, -2, 1, -22, -2, 22, 7, -1.1
> COc1ccc(C(=O)O/N=C(\N)c2ccccn2)c(OC)c1
→ 42, 9, -26, -231, -5, 18, 69*, -0.3
> COc1ccccc1NC(=O)Nc1nc(CC(=O)Nc2ccc(N(C)C)cc2)cs1
→ -9, -12, -4, 3, 1, -16, 5, 7.1
> NC(=O)CC(NC(=O)c1ccc(Br)cc1)c1ccc(N2CCC(Br)CC2)c([N+](=O)[O-])c1 (stereo unspecified)
→ -8, -13, 20, -14, -4, -7, 13, -1.2
> Nn1c(N2CCCCC2)nc2ccccc21
→ -1, -15, -17, -11, -1, -8, 13, 2.6
> CCc1cc2c(CN3CCN(CCO)CC3)cc(=O)oc2cc1O
→ 1, -3, 1, 15, -2, -3, 16, 0.1
> CCCc1cc(=O)oc2cc(OCC(=O)N3CCN(C(=O)C4COc5ccccc5O4)CC3)ccc12 (stereo unspecified)
→ 15, 8, 7, 5, 0, 26, 40, 1.3
> CCOc1ccc(NC(=O)COC(=O)CNC(=O)c2ccc(-c3ccccc3)cc2)cc1
→ 3, 3, 4, 20, 2, -1, 0, 0.3
> O=C(NC1CC2CCC(C1)N2Cc1ccccc1)c1cccc(F)c1 (stereo unspecified)
→ 10, -17, 0, -14, -3, -5, -16, 0.9
> CCOc1cccc(C(=O)Nc2nnc(-c3cccs3)s2)c1
→ 4, 2, -69, -69, -3, -5, -36, 2.9
> Cc1ccc(CCNC(=O)CCCn2nc(C)c3c(C)n(-c4ccc(C)cc4)nc3c2=O)cc1
→ 28, 10, 11, -16, 3, 25, 26, 2.2
> COCCNC(=O)c1ccc2c(c1)ncn2-c1cccc(C)c1
→ -3, 6, 5, -5, -4, 9, 25, 2.8
> CCOc1ccc(NC(=O)c2cn(-c3ccc(OCC)cc3)c(=O)c3cc(OC)c(OC)cc23)cc1
→ 11, 7, 1, 5, -1, 35, 19, -0.7
> O=C(NCC1CCCN1S(=O)(=O)c1cccs1)c1ccc(F)c(F)c1 (stereo unspecified)
→ 13, -8, 16, -4, -1, 6, 4, 0.2
> Cn1c(=O)[nH]c(=O)c2c1nc(CN1CCOCC1)n2CCc1ccccc1
→ 2, -3, 10, -1, -1, -10, 31, -2.4
> CC1CC(C)CN(CCCNC(=O)c2ccc3nc(N4CCCCC4)sc3c2)C1 (stereo unspecified)
→ 5, 10, -27, -135, 4, 19, 35, -0.1
> Nc1nc(-c2ccccc2)c(-c2ccccc2)o1
→ 10, 11, -7, 21, 0, 18, 25, -0.2
> COc1ccc(C(C(=O)Nc2ccc(C(C)C)cc2)N(C)C(=O)c2ccc(=O)[nH]c2)cc1 (stereo unspecified)
→ 22, -3, -23, 2, -3, 22, 15, 0.7
> Cn1c(CN2CCOCC2)nnc1SCc1ccc(C#N)cc1
→ 11, 4, 11, 8, 1, 2, 27, -0.9
> O=C1OCCC1Sc1nnc(-c2ccc3c(c2)OCO3)o1 (stereo unspecified)
→ 6, 10, 12, 10, -3, -7, 49, -3.0
> Cc1ccccc1-c1nc(CS(=O)(=O)CC(=O)NCc2ccc3c(c2)OCO3)c(C)o1
→ 32, -3, 12, -1, -1, 10, -14, -0.3
> CC(C)(CNC(=O)c1cccc(S(=O)(=O)NCc2ccccc2)c1)N1CCOCC1
→ 19, 9, -31, -38, 1, 3, 8, 1.6

# 4 of these compounds in a different format:
Structure	tim23-1 inh	TIM10 inh	Jurkat NFkB inh	697 NFkB inh	UPR XBP1 act	tim10-1 inh	Mdm2-MdmX inh	CHOP UPR activ
CC1CC(C)CN(CCCNC(=O)c2ccc3nc(N4CCCCC4)sc3c2)C1 (stereo unspecified)	5	10	-27	-135	4	19	35	-0.1
Nc1nc(-c2ccccc2)c(-c2ccccc2)o1	10	11	-7	21	0	18	25	-0.2
COc1ccc(C(C(=O)Nc2ccc(C(C)C)cc2)N(C)C(=O)c2ccc(=O)[nH]c2)cc1 (stereo unspecified)	22	-3	-23	2	-3	22	15	0.7
Cn1c(CN2CCOCC2)nnc1SCc1ccc(C#N)cc1	11	4	11	8	1	2	27	-0.9

# The results go on.
# The line under a structure holds: tim23-1 inh, TIM10 inh, Jurkat NFkB inh, 697 NFkB inh, UPR XBP1 act, tim10-1 inh, Mdm2-MdmX inh, CHOP UPR activ
> O=C(O)CC1Oc2ccc(Cl)cc2NC1=O (stereo unspecified)
→ 11, 10, -2, -5, 2, 10, -30, -0.5
> CC(Sc1nc(C(C)(C)C)cc(-c2ccccc2)c1C#N)C(=O)Nc1ccccc1 (stereo unspecified)
→ -6, -4, 3, 11, 1, -3, 11, 0.8
> CCOC(=O)C1CCCN(CCc2ccccc2)C1 (stereo unspecified)
→ 10, -2, 1, -10, 0, 3, 2, -0.6
> CCN(CC)CC(=O)Nn1c(C)nc2c(ncn2-c2ccccc2)c1=O
→ 8, 11, 6, 7, -2, -8, 0, 1.2
> O=C(CSc1ncnc2c1nnn2Cc1ccc(F)cc1)NC1CCCC1
→ 5, 16, -13, -7, -4, 8, -5, -0.4
> N#CCNC(=O)c1nn2c(C(F)(F)F)cc(-c3ccccc3)nc2c1Br
→ -20, -7, 2, 2, -5, -16, 34, 0.6
> O=C(c1ccc2c(c1)OCO2)N1CCC2(CC1)Oc1ccc(F)cc1C(=O)C21CC(c2ccccc2)=NO1 (stereo unspecified)
→ -2, -12, 9, -26, -2, 42*, 16, -2.6
> O=C(O)c1cn(-c2ccccc2)nc1-c1cccnc1
→ 14, 2, -16, -19, -1, -2, 2, 0.8
> COc1cccc(C2CC(c3cccs3)=NN2C(=O)CSc2nc3c(cnn3-c3ccc(F)cc3)c(=O)[nH]2)c1OC (stereo unspecified)
→ 15, 11, 3, -20, 0, 16, 19, 3.8
> Cc1ccccc1S(=O)(=O)Cc1ccc(C(=O)N2CCN(C3CCCCC3)CC2)o1
→ 1, 9, -6, -4, -1, 23, -22, -1.2
> Cn1c(=O)cc(OCCCC(=O)NCCN2CCN(c3ccccc3F)CC2)c2ccccc21
→ -4, -2, -14, 5, 2, -19, -15, 0.4
> O=C(c1ccco1)N1CCN(C(=O)c2cc(-c3ccccn3)nc3ccccc23)CC1
→ 13, 7, 2, 9, -2, 10, 32, 0.0
